LDHA block: inhibitors of human lactate dehydrogenase A. purified LDHA, NADH/diaphorase-resazurin fluorescence; hits give low values. activity change, % (values are at about 110 or 230 µM). 480,000 compounds, 0.15% hits. AID 1347041; in the data active = activity change below about -30%; inconclusive = mostly about -25% to -30%;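 also: plate controls were DMSO wells for no effect and wells without enzyme for full effect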
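Resorufin fluorescence (ex540/em590), read at 0 and 20 min after diaphorase/resazurin addition, reports the NADH left after a 5 min room-temperature reaction of 2 nM human LDH5 with 0.06 mM NADH and 0.2 mM pyruvate.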
TrxR1 substrate: rat thioredoxin reductase 1 substrate activity; O89049; purified TrxR1 substrate turnover, NADPH consumption readout; Potency, µM (titrated, usually from 114 µM), without a hit: at the top dose activity change, negative = substrate turnover; 390,000 compounds, 0.01% hits; also: potency is read from the fitted curve at half-maximal effect; % is scaled to controls: 0 for no effect and ±100 for the full control effect; nearly all actives have a fitted effect of over 50% in size
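Rat TrxR1, dispensed at 90 nM, was prereduced with 400 uM NADPH (final) for 5 min at ~22 deg C, then incubated with compound 15 min before 400 uM selenite. A first-read NADPH fluorescence drop versus no-compound background flagged substrates.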
Vif-APOBEC3F blk: inhibitors of Vif-A3F interaction; Potency, µM (highest dose often 46.1 µM), for inactives: at the top dose activity, negative = active; 390,000 compounds, 0.2% hits; HeLa A3F-eYFP + Vif (tagged APOBEC3F with the HIV-1 protein that degrades it), YFP fluorescence increase; AID 602313; also: potency is read from the fitted curve at half-maximal effect; % of control where 0% means no effect; nearly all actives have a fitted effect of over 65% in size
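Fluorescence increase (Ex 488/Em 500-530) after overnight compound treatment at 37 deg C flags inhibition of Vif-driven A3F-eYFP loss in stable HeLa A3F-eYFP/Vif cells seeded overnight beforehand.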
rTrxR1 inhibitor: blocks rat thioredoxin reductase 1; O89049; recombinant rTrxR1, NADPH fluorescence consumption, selenite substrate; Potency, µM (titrated, usually from 114 µM), inactives show at the top dose activity change, negative = inhibition, most hits filed as inhibitors; 390,000 compounds, 1% hits; also: potency is read from the fitted curve at half-maximal effect; % is scaled to controls: 0 for no effect and ±100 for the full control effect; nearly all actives have a fitted effect of over 65% in size
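Rat TrxR1 (90 nM in the dispensed reagent) was pre-reduced with 400 uM NADPH for 5 min at room temperature, then incubated with compound for 15 min. After 400 uM selenite was added, NADPH fluorescence (Ex 340/Em 450 nm) was followed for 8 min.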
Vif-A3G inh: blocks the Vif interaction with human APOBEC3G | Q9HC16 | HeLa A3G-eYFP + Vif (tagged APOBEC3G with the HIV-1 protein that degrades it), YFP fluorescence, overnight | Potency, µM (titrated, usually from 46.1 µM), without a hit: at the top dose activity, negative = active, most hits filed as inhibitors | 410,000 compounds, 0.076% hits | AID 602310;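 also: potency is read from the fitted curve at half-maximal effect; % is scaled to controls: 0 for no effect and ±100 for the full control effect; nearly all actives have a fitted effect of over 60% in size; hits raise eYFP signal because A3G escapes Vif-driven loss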
Target sequence (Q9HC16 whole entry, looked up): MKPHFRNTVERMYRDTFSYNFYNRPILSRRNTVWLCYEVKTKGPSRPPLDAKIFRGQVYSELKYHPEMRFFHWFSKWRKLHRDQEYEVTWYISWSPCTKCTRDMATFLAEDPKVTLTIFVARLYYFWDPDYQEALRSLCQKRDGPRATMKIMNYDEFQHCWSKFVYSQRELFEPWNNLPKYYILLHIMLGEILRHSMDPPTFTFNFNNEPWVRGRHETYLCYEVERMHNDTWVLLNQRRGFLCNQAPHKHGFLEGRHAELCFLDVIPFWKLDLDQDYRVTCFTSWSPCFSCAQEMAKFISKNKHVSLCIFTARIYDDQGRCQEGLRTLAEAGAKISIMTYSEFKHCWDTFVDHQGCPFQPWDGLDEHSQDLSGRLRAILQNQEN
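Read-out is eYFP fluorescence (Ex 488/Em 500-530) from Vif-expressing HeLa A3G-eYFP cells; more signal means A3G escaped Vif-mediated degradation. Cells plated overnight, compound pinned in, incubated overnight at 37 deg C.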
USP1-UAF1 inh: inhibitors of human USP1/UAF1 deubiquitinase; O94782; recombinant USP1/UAF1, Ub-Rhodamine cleavage fluorescence; Potency, µM (top dose mostly 57.1 µM), for inactives: at the top dose activity change, negative = inhibition, actives largely listed as inhibitors; 390,000 compounds, 0.23% hits; also: potency is read from the fitted curve at half-maximal effect; % is scaled to controls: 0 for no effect and ±100 for the full control effect; nearly all actives have a fitted effect of over 60% in size; inactives centre near -12
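Step one: compound is pinned into 1nM USP1/UAF1 in HEPES pH 7.8 buffer with TCEP. Step two: 15 min room-temperature incubation. Step three: Ub-Rho (150nM final) starts cleavage, tracked by fluorescence over six one-minute reads.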
IDH1 R132H inh: inhibitors of human mutant IDH1 R132H; O75874; IDH1-R132H enzyme, NADPH consumption, diaphorase/resazurin fluorescence; Potency, µM (series often up to 76.6 µM), for the others: at the highest dose activity change, negative = inhibition, hits mostly inhibitors; 390,000 compounds, 0.093% hits; also: potency is read from the fitted curve at half-maximal effect; % is scaled to controls: 0 for no effect and ±100 for the full control effect; nearly all actives have a fitted effect of over 65% in size
Target sequence (O75874 whole entry R132H, stated change not applied): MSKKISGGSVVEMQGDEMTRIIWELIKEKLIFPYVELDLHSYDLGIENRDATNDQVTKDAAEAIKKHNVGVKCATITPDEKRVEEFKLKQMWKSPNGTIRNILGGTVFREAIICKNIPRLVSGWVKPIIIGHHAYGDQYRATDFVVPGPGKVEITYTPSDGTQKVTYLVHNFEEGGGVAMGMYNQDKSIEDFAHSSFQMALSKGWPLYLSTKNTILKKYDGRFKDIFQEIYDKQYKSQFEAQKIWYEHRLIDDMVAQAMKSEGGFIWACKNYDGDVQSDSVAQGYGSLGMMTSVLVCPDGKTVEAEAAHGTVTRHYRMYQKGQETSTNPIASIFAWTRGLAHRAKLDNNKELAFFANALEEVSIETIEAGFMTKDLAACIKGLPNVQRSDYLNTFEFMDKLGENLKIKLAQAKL
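IDH1-R132H (0.5 ug/mL dispensed) in pH 7.5 Tris buffer was preincubated 30 min with compound, then given a substrate mix of 0.016 mM NADPH and 2 mM alpha-KG for 80 min at room temperature; remaining NADPH was read by diaphorase/resazurin fluorescence.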
Glioma ERSR ind: inducers of ER stress response in human glioma cells; U87-MG GRP78 promoter luciferase reporter, 16 h; Potency, µM, without a hit: top-dose activation, usual class: activators; 420,000 compounds, 0.02% hits; AID 602332; also: potency is read from the fitted curve at half-maximal effect; series mostly up to about 76 µM; % of control where 0% means no effect; nearly all actives have a fitted effect of over 35% in size
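Stably transfected U87-MG human glioma cells carrying a GRP78-based luminescent sensor were seeded at 1000 cells/well, pin-dosed with compounds and incubated 16 h. Luciferase reagent was then added, and end-point luminescence was read after 10 min at room temperature.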
RGS4 inh: inhibitors of human regulator of G protein signaling 4; P49798; Transcreener GDP fluorescence polarization, RGS4-accelerated GTP hydrolysis; Potency, µM (series often up to 114 µM), without a hit: at the top dose activity change, negative = inhibition, actives largely listed as inhibitors; 390,000 compounds, 0.039% hits; also: potency is read from the fitted curve at half-maximal effect; % is scaled to controls: 0 for no effect and ±100 for the full control effect; nearly all actives have a fitted effect of over 75% in size; some results filed as inactive show a strong effect at the top dose
Target sequence (P49798 whole entry, looked up): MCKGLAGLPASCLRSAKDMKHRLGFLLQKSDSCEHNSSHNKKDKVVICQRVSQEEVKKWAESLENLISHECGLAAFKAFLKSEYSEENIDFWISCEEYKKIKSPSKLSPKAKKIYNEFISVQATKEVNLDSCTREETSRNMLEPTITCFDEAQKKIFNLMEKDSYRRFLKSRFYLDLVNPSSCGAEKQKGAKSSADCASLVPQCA
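MLSMR compounds (23 nl, pin-transferred) preincubated 10 min at room temperature with a 500nM (2x) first reagent, then RGS4 at 900nM (2x) plus Transcreener GDP mix added; fluorescence polarization (620/688 nm) read before and after 90 min at 30 °C.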
The depositor's hits bear a star; ? = inconclusive; nt = no result given; [ ] = another dose, or the depositor's remark. Unless noted, calls follow the shape of the dose curve; as a rule, active = well fitted curve in the direction sought with a large enough effect; inconclusive = small, poorly fitted or top-dose-only effect, or another doubt; inactive = no such curve, though single readings can be large; an effect the other way counts as inactive or inconclusive. These rows are one share of the data; the hit share may differ from the screen's.

Results follow in this order: rTrxR1 inhibitor	TrxR1 substrate	Vif-A3G inh	LDHA block	IDH1 R132H inh	Glioma ERSR ind	USP1-UAF1 inh	Vif-APOBEC3F blk	RGS4 inh
- CC(C)(C)C(=O)NC1(C(F)(F)F)NC(=O)N(CCc2ccccc2)C1=O (stereo not given)
  10%	7%	-6%	-5	2%	0%	-4%	2%	-34%[56.9 µM]
- S=c1[nH]c2ccccc2n1Cc1ccccc1
  -5%	3%	-18%	-4	-4%	-1%	-17%	-3%	?
- O=c1oc2ccccc2cc1-c1csc(Cc2nc(-c3ccc(Cl)cc3)cs2)n1
  3%	3%	1%	0	0%	-5%	-8%	2%	-7%
- O=C(CN1CCN(c2ccc(O)cc2)CC1)Nc1cc([N+](=O)[O-])ccc1Cl
  13%[57.1 µM]	9%[57.1 µM]	1%	19	2%	0%	-18%	-7%	-21%
- CNC(=O)C(=O)Nc1c(O)c2ccccc2[nH]c1=O
  16%	-1%	2%	-4	0%	-3%	-15%	-4%	3%
- COc1ccc(C(=O)NCC(O)CN2CCOCC2)cc1[N+](=O)[O-] (stereo not given)
  18%	-3%	7%	-4	14%	-3%	5%	-5%	42%
- Cc1ccc(-c2nnc(SCC(=O)O)n2N)cc1
  -8%	-6%	0%	-2	6%	-3%	-20%	2%	-28%
- O=C(NCc1ccccc1)c1ccc(CS(=O)(=O)c2c(Cl)cccc2Cl)o1
  22%	4%	3%	-10	14%	-2%	3%	3%	3%
- CCCCNC(=O)c1onc(CSc2cc(C)cc(C)c2)c1C(=O)O
  8%	6%[57.1 µM]	-18%	-3	-7%	0%	-23%	6%	5%
- CCC1(CC)Cc2ccccc2C2=C(C(=O)N3CCCCC3)C(=O)C(=O)N21
  -8%	-6%	1%	12	12%	-4%	-19%	-2%	-23%
- CC1N=C(N)C(c2nc3ccccc3n2C)=C1O (stereo not given)
  -9%	-6%	-10%	-4	-12%	1%	-16%	7%	5%
- Cn1c(N)c(C(=O)COC(=O)Cc2cccc(C(F)(F)F)c2)c(=O)n(C)c1=O
  33%[activator]	6%	0%	0	-7%	-5%	-15%	2%	1%
- Cn1cc(P(=S)(N2CCOCC2)N2CCOCC2)cc1P(=O)(N1CCOCC1)N1CCOCC1
  -5%[57.1 µM]	-5%[57.1 µM]	0%	-9	16%	-3%	-14%	-1%	-42%
- COc1ccccc1CN1[C@@H](CC(C)=O)c2cc(C(F)(F)F)ccc2S1(=O)=O
  11%	2%	1%	-2	2%	-5%	-4%	-12%	13%
- COc1ccc(COCC(O)CN(Cc2ccco2)Cc2ccccc2O)cc1 (stereo not given)
  2%	-9%	0%	-2	4%	-4%	-17%	1%	-5%
- Nc1cc(Cl)ccc1C(=O)OCC(=O)NC(=O)NCc1ccccc1
  -1%	20%	-2%	-5	5%	-2%	-15%	-2%	-13%
- CC(C)(C)N(Cc1ccccc1)C(=O)COC(=O)c1ccc(S(=O)(=O)N2CCOCC2)cc1
  -3%	-7%	1%	-10	-1%	0%	-18%	1%	-10%
- C[C@H]1CN([C@@H](C)CO)C(=O)c2cc(Br)cnc2O[C@@H]1CN(C)S(=O)(=O)c1cn(C)cn1
  nt	nt	-4%	1	-6%	0%	-29%	-3%	nt
- COc1ccc(N2CCN(S(=O)(=O)c3c(C(=O)N4CCOCC4)c(C)n(C)c3C)CC2)cc1
  -11%	-3%	1%	0	-2%	?	-7%	2%	-12%[56.9 µM]
- Cc1ccc2nc(-c3ccc4c(c3)OCCO4)cn2c1
  22%	115%[activator]	?	-1	38%[activator]	-14%	-18%	5%	2%

Results follow in this order: rTrxR1 inhibitor	TrxR1 substrate	Vif-A3G inh	LDHA block	IDH1 R132H inh	Glioma ERSR ind	USP1-UAF1 inh	Vif-APOBEC3F blk	RGS4 inh
- COc1ccc(-n2c(C)cc(C(=O)CN3CCC(C)CC3)c2C)cc1
  19%	8%	-6%	-2	-4%	1%	-21%	-1%	-23%
- Cc1nnc(SCCOc2ccccc2)s1
  38%[activator][57.1 µM]	11%[57.1 µM]	1%	-2	8%	1%	-18%	-3%	-20%
- NS(=O)(=O)c1cccc(NC(=O)COC(=O)C2CCCCC2)c1
  19%[57.1 µM]	7%[57.1 µM]	-7%	-9	5%	0%	-21%	3%	12%
- Cn1c(CCNC(=O)c2ccccc2)nc2cc(NC(=O)c3ccco3)ccc21
  -6%	-10%	-7%	5	2%	6%	3%	-10%	10%
- CCN(C(=O)CSc1ncnc2sc(C)c(C)c12)C1CCS(=O)(=O)C1 (stereo not given)
  11%[57.1 µM]	7%[57.1 µM]	2%	-5	-4%	-3%	-6%	-1%	31%
- COc1cccc(CNC(=O)c2ccc3c(c2)sc2nc(-c4cccc(OC)c4)cn23)c1
  3%	-2%	-6%	-1	-1%	1%	-9%	-15%	4%
- O=C(COC(=O)Cc1ccccc1F)Nc1ccc2[nH]c(=O)[nH]c2c1
  0%	-4%	1%	1	9%	-5%	-12%	7%	-17%
- CC1=NN(C(=O)c2ccc(Cn3ccc([N+](=O)[O-])n3)cc2)C(O)(C(F)(F)F)C1 (stereo not given)
  -3%	-2%	-1%	1	0%	-3%	-20%	2%	-9%
- COc1cc(NC(=O)NC(C)c2c(-n3cccc3)sc3c2CCN(C)C3)cc(OC)c1 (stereo not given)
  14%[57.1 µM]	0%[57.1 µM]	0%	3	10%	-3%	-6%	4%	-23%
- COC(=O)c1ccc2nc(C)cc(Nc3ccc(O)cc3)c2c1
  -11%	-10%	4%	0	-7%	-3%	-14%	3%	5%
- CC(C)n1nc(C(=O)OCC(=O)N(C)C2CCS(=O)(=O)C2)c2ccccc2c1=O (stereo not given)
  4%	-4%	4%	-7	-2%	-3%	-10%	-6%	-5%
- COc1cccc(CNS(=O)(=O)c2cnc(N)nc2)c1
  23%[57.1 µM]	5%[57.1 µM]	1%	-11	-5%	-1%	6%	0%	-8%
- O=C(Nc1ccccc1)Nc1nncs1
  25%[57.1 µM]	7%[57.1 µM]	-1%	-8	12%	-3%	-10%	4%	-16%[11.4 µM]
- CCC1(c2ccc(Cl)cc2)NC(=O)N(CC(=O)NC2CCCC(C)C2C)C1=O (stereo not given)
  1%[57.1 µM]	1%[57.1 µM]	-6%	-1	-8%	-3%	-21%	9%	-18%
- CC(=O)c1ccc(NC(=O)CCCN2C(=O)COc3ccc(C)cc32)cc1
  -11%	-10%	-3%	-7	0%	-4%	-12%	-10%	25%[11.4 µM]
- C/C(CC(=O)NCCc1ccccc1)=N\NC(=O)COc1ccc(Br)cc1
  27%[0.0914 µM]	3%[57.1 µM]	-1%	-8	7%	-1%	-7%	8%	-16%
- COc1ccc(C(=O)Nc2nnc(S(=O)(=O)N3CCN(c4ccc(C)cc4)CC3)s2)cc1
  12%	4%	0%	1	7%	-1%	-21%	-1%	5%
- COc1cccc(C(=O)NNS(=O)(=O)c2ccc(F)cc2)c1
  24%	-2%	-1%	4	-3%	-3%	-16%	-2%	7%
- C[C@H](NC(=O)C1CCN(S(=O)(=O)c2ccccc2)CC1)C(=O)NCc1ccc(Cl)c(Cl)c1
  3%	-4%	3%	-4	-11%	-3%	0%	-3%	-8%
- Cc1ccc(-c2nc(=S)c3c(n2CCN2CCOCC2)CC(C)(C)OC3)cc1
  3%[57.1 µM]	2%[57.1 µM]	-2%	-7	0%	3%	-15%	2%	1%

Results follow in this order: rTrxR1 inhibitor	TrxR1 substrate	Vif-A3G inh	LDHA block	IDH1 R132H inh	Glioma ERSR ind	USP1-UAF1 inh	Vif-APOBEC3F blk	RGS4 inh
- CCc1cc[n+](-c2nc3ccccc3nc2C(=C=[N-])C#N)cc1
  -4%	1%	0%	0	-3%	-2%	-19%	-5%	19%
- CC(Oc1ccccc1)C(=O)Nc1cccc(F)c1 (stereo not given)
  11%	0%	-3%	-16	-2%	-3%	-6%	-4%	-1%
- Cc1cc(O)ccc1N1C(=O)c2cccc3cc([N+](=O)[O-])cc(c23)C1=O
  -5%	2%	-5%	3	-3%	-2%	-17%	1%	14%
- Cc1cc(C(F)(F)F)nn1CC(=O)NNC(=S)Nc1cccc(Cl)c1
  -24%	7%[57.1 µM]	2%	-2	7%	-4%	-10%	-1%	-37%
- COc1ccc(NC(=O)CN2C(=O)C3(SCC(=O)N3c3ccccc3)c3ccccc32)cc1Cl (stereo not given)
  -1%	-6%	?	-9	0%	0%	-15%	4%	-23%
- C/C(Cc1ccccc1)=N\NC(=O)c1cc(C(C)(C)C)[nH]n1
  24%[57.1 µM]	3%[57.1 µM]	-3%	-8	-4%	-5%	-3%	-10%	-10%

Ordered by the number under rTrxR1 inhibitor (highest first): some entries from above
SMILES | rTrxR1 inhibitor
CC(Oc1ccccc1)C(=O)Nc1cccc(F)c1 (stereo not given) | 11%
Cc1cc(O)ccc1N1C(=O)c2cccc3cc([N+](=O)[O-])cc(c23)C1=O | -5%
Cc1cc(C(F)(F)F)nn1CC(=O)NNC(=S)Nc1cccc(Cl)c1 | -24%
